Screening results from PubChem BioAssay.
MCF10A rerep: induces DNA re-replication in MCF 10a normal breast cells. AID 624296. 350,000 tested, 2.9% active. Potency, µM (top dose mostly 46.1 µM), without a hit: at the top dose activity, positive = re-replication, hits mostly activators. MCF 10A DNA re-replication, Hoechst nuclear intensity, 48 h; further: potency means the concentration at half of the fitted maximal effect; % of control where 0% means no effect; nearly all actives have a fitted effect of over 50% in size
SW480 rerep: induces DNA re-replication in SW480 colon adenocarcinoma cells. SW480 DNA re-replication, Hoechst DNA content imaging, 48 h. Potency, µM (doses to about 46.1 µM), inactives show top-dose re-replication activation, usual class: activators. 340,000 tested, 1.8% active. AID 624297; further: potency means the concentration at half of the fitted maximal effect; % of control where 0% means no effect; nearly all actives have a fitted effect of over 55% in size
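Hoechst fluorescence of nuclei (405 nm excitation, 500-530 nm emission) measured by plate-scanning imager after 48 hr compound exposure at 37 C; re-replication scored as increased number of nuclei with elevated intensity.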
ATXN2 expr inh: inhibitors of ATXN2 expression; Potency, µM (titrated, usually from 57 µM), without a hit: top-dose activity change, negative = inhibition, usual class: inhibitors; HEK-293 ATXN2-luciferase reporter, luminescence, 24 h; 360,000 tested, 0.72% active; further: potency means the concentration at half of the fitted maximal effect; on the % scale 0 is the no-effect control and ±100 the full control effect; nearly all actives have a fitted effect of over 55% in size
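qHTS (up to 57 uM final) was run with 24 h compound exposure of reporter cells at 37 °C. Each well was multiplexed: SteadyGlo luminescence measured ATXN2-luciferase expression after a fluorogenic Gly-Phe-AFC viability readout (25 uM final).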
HT1080 IDH1KD tx: HT-1080 IDH1 knockdown cell toxicity (counter line); Potency, µM (series often up to 46.1 µM), for inactives: top-dose activity, negative = toxicity, usual class: cytotoxic; AID 686971; 360,000 tested, 2% active; HT-1080 IDH1 knockdown viability, ATP luminescence, 48 h;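 further: potency means the concentration at half of the fitted maximal effect; 0% = DMSO wells and -100% = cell-free medium wells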
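Viability of IDH1-knockdown HT-1080 fibrosarcoma cells was assessed by CellTiter-Glo after 48 h at 37 °C with titrated compound; concentration-effect curves were classified by fit quality and response size.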
KB-3-1 cytotox: KB-3-1 parental cell cytotoxicity; KB-3-1 viability, CellTiter-Glo ATP luminescence, 72 h; Potency, µM (doses to about 46.1 µM), for the others: top-dose activity change, negative = cytotoxic, usual class: cytotoxic; 400,000 tested, 1.4% active; AID 1347075; further: potency means the concentration at half of the fitted maximal effect; on the % scale 0 is the no-effect control and ±100 the full control effect; nearly all actives have a fitted effect of over 60% in size
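Screening of KB-3-1 cells (DMEM, 10% FBS, phenol-red free) ran from lowest to highest compound concentration; after 72 h at 37 °C viability was read luminescently and curves fitted.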
IL-1B inflam inh: inflammasome signaling inhibition, IL-1 beta readout; THP-1 LPS/ATP IL-1B secretion, AlphaLISA, 16 h; hits give low values; activity change, % at 57.5 µM; 360,000 tested, 4.7% active; AID 743279; in the data active means activity change below about -50%; inconclusive means mostly about -30% to -49%; further: on the % scale 0 is the no-effect control and ±100 the full control effect
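THP-1 cells pretreated 1 hr with compounds (up to 57.5 uM final), then stimulated with LPS (250 ng/mL final) plus ATP (1.25 mM final); secreted IL-1B measured by AlphaLISA after 16 hr, decreased signal indicating inhibition.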
KB-V1 MDR tox: kills drug-selected multidrug resistant KB-V1 cells; KB-V1 MDR cells viability, CellTiter-Glo, 72 h; Potency, µM (highest dose often 46.1 µM), for the others: top-dose activity change, negative = cytotoxicity, hits mostly cytotoxic; 400,000 tested, 3.4% active; AID 1347076; further: potency means the concentration at half of the fitted maximal effect; on the % scale 0 is the no-effect control and ±100 the full control effect; nearly all actives have a fitted effect of over 60% in size
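Following 72 h at 37 degrees C with compound, KB-V1 cell viability was read by CellTiter-Glo luminescence, medium being phenol-red-free DMEM plus 10% FBS; concentration-response parameters came from normalized, curve-fitted qHTS data.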
WRN helicase inh: inhibitors of human WRN helicase | WRN helicase unwinding, fluorescent forked duplex, kinetic | Potency, µM (highest dose often 114 µM), for inactives: top-dose activity change, negative = inhibition, usual class: inhibitors | 360,000 tested, 0.46% active; further: potency means the concentration at half of the fitted maximal effect; on the % scale 0 is the no-effect control and ±100 the full control effect; nearly all actives have a fitted effect of over 55% in size
Target sequence (Q14191 whole entry, looked up): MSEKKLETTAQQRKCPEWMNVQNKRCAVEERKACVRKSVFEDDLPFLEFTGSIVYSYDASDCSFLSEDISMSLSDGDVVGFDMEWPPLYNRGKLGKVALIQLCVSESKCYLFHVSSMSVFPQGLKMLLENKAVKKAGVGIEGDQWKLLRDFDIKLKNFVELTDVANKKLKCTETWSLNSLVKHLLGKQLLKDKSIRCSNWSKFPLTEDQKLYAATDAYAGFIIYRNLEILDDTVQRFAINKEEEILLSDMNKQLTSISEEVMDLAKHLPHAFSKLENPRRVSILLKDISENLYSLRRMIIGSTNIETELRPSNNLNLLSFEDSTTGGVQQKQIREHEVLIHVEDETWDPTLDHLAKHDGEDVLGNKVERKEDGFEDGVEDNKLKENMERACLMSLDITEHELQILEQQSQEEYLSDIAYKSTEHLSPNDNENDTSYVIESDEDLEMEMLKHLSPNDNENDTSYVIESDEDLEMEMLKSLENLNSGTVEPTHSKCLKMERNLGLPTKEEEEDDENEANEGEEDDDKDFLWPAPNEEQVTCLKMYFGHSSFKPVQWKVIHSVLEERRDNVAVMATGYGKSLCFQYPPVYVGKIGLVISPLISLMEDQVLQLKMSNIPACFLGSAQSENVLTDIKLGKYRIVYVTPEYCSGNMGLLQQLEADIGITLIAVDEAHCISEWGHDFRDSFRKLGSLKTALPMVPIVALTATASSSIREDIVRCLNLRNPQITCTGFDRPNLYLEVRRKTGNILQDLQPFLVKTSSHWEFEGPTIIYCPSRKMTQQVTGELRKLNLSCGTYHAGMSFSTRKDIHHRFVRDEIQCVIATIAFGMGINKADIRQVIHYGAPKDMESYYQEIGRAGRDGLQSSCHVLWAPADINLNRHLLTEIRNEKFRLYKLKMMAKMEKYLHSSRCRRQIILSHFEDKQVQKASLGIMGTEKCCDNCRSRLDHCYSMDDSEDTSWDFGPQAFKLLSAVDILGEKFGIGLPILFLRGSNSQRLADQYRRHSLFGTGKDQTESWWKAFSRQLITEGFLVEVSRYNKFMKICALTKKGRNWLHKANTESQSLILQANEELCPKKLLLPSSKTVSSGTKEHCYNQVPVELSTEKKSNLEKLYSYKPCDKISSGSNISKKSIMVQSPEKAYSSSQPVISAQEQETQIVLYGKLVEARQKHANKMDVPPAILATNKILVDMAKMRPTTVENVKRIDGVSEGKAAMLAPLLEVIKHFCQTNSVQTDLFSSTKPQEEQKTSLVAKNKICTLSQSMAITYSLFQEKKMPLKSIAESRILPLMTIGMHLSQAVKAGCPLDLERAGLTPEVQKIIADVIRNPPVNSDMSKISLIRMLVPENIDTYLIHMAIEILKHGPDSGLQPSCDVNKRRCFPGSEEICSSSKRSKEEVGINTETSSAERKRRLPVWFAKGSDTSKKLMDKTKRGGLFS
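Primary qHTS, 1536-well format. 20 nM WRN + compound, 15 min RT; start with 100 nM forked fluorophore/quencher duplex, 2 mM ATP (final); kinetic read ex 525/em 598 nm.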
HT1080NT lethal: kills 2HG-producing HT-1080-NT fibrosarcoma cells. AID 686970. 360,000 tested, 1.6% active. HT-1080-NT fibrosarcoma viability, CellTiter-Glo ATP luminescence, 48 h. Potency, µM (highest dose often 46.1 µM), without a hit: at the highest dose activity, negative = less viability, hits mostly cytotoxic;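 further: NT is the 2HG producing partner of a matched IDH1 knockdown line; potency means the concentration at half of the fitted maximal effect; 0% = DMSO-treated cells and -100% = media-only wells without cells; nearly all actives have a fitted effect of over 55% in size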
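Luminescent CellTiter-Glo readout after 48 hours of compound exposure at 37 degrees C defined viability of HT-1080-NT cells. Activity was normalized to DMSO wells and cell-free media wells; concentration-response curves were fitted and assigned curve classes.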
The depositor's hits bear a star; i = inactive; ? = inconclusive; / = not tested or not shown; & = joins results of further samples; [ ] = remark or other dose. Unless noted, the call rests on the fitted dose curve; in most records, active means well fitted curve in the direction sought with a large enough effect; inconclusive means small, poorly fitted or top-dose-only effect, or another doubt; inactive means no such curve, though single readings can be large; an effect the other way counts as inactive or inconclusive.

smiles,MCF10A rerep,SW480 rerep,ATXN2 expr inh,HT1080 IDH1KD tx,KB-3-1 cytotox,IL-1B inflam inh,KB-V1 MDR tox,WRN helicase inh,HT1080NT lethal
Cc1ccc(-n2c(SCC(=O)NCCC3=CCCCC3)nc3n[nH]c(C)c3c2=N)cc1Cl,16µM*,?,-29%,?,?,24,-8%,4%,23µM*
C/C(=N/NC(=O)c1ccc2c(c1)OCO2)c1ccc(NC(=O)C(F)(F)F)cc1,-2%,24%,32%,1%,-1%,-11,5%,-13%,5%
COC(=O)Cc1cc(=O)oc2c(C)c(O)ccc12,-7%,28%,4%,4%,1%,0,13%,2%,4%
Cc1cc2cc(CN(Cc3nnnn3C3CCCCC3)CC3CCCO3)c(=O)[nH]c2cc1C (stereo unspecified),?,13%,-24%,3%,-12%,-66*,?,-17%,5%
CCOc1cc(/C=N/NC(=O)Cn2nc([N+](=O)[O-])cc2C)cc(Br)c1OCc1ccccc1C,?,?,?,?,?,9,?,10%,?
C/C(CC(=O)Nc1cc(Cl)ccc1Cl)=N\NC(=O)c1ccccc1Br,3%,-58%[inhibitor],-33%,-25%,18%,24,?,-3%,3%
COc1ccc(/C=N/NS(=O)(=O)c2ccc(C)cc2)cc1,-20%,0%,6%,0%,4%,-25,0%,8%,4%
COc1cccc(-c2c3c([nH]c(=O)c2C#N)CCc2cc(OC)ccc2-3)c1,?,14%,-25%,20%,-2%,17,-4%,1%,4%
O=C(CCCCCn1c(=S)[nH]c2ccc(N3CCOCC3)cc2c1=O)NCc1ccccc1Cl,18µM*,?,-25%,-10%,-13%,11,-15%,7%,-10%
CCOC(=O)c1cccc(NC(=S)N2CCN(c3ncc4c(=O)c(C(=O)O)cn(CC)c4n3)CC2)c1,-2%,0%,-17%,0%,0%,-1,-1%,-7%[57.1 µM],10%
Cc1nnc(N2CCCC(C(=O)Nc3cc(F)ccc3F)C2)c2nn(-c3ccccc3)c(C)c12 (stereo unspecified),-10%,1%,-37%,-4%,-1%&-15%,-17,14%&-16%,1%,-2%
CC(O)[C@H]1CNC(=O)C(=O)N1CCC12CC3CC(CC(C3)C1)C2 (stereo partly specified),6%,-10%,4%,-2%,5%,12,?,11%,0%
O=C(OCc1cn([C@@H]2CN(CC3CCCCC3)[C@@H](c3ccc(Cl)cc3)C[C@H]2O)nn1)c1ccccc1,/,/,-3%,9%,23%,6,?,3%,7%
CCCCNc1ncnc2c1cnn2-c1ccc(Cl)cc1,?,8.2µM*,14%,9.2µM*,1.6µM*,-4,?,1%,12µM*
O=C(Nc1ccccc1)OCCN1CCN(Cc2ccccc2)CCC1=O,10%,-3%,3%,7%,1%,-5,-22%,7%,14%
CSC[C@H]1CN(c2ccccc2)C(=O)[C@@H]1CC(=O)Nc1ccc(Br)cc1,/,/,-8%,2%,8%,-19,?,2%,3%
CCc1c(O)nc(N2CCN(Cc3ccccc3)CC2)[nH]c1=O,-4%,-1%,-4%,-7%,-25%,7,-26%,3%,11%
COc1ccccc1NS(=O)(=O)c1cccc(C(=O)N/N=C/c2ccc(NC(C)=O)cc2)c1,7%,-14%,/,6%,-5%,-5,0%,-10%,3%
C[C@@H]1CN([C@@H](C)CO)C(=O)CCCn2cc(nn2)CO[C@H]1CN(C)S(=O)(=O)c1cccc(C#N)c1,/,/,12%,6%,0%,21,0%,2%,14%
Nc1c(C(=O)NCc2ccc3c(c2)OCO3)nnn1CC(=O)Nc1ccc(Br)cc1,1%,-15%,/,-14%,6%,14,7%,2%,-18%
O=C(CSc1nccc(-c2cccs2)n1)Nc1cccc(Cl)c1,?,-8%,-27%,-9%,-1%,/,?,-9%,-3%
COc1cc(C2Nc3ccc4ccccc4c3C3=C2C(=O)CC(C)(C)C3)ccc1OCC(=O)O (stereo unspecified),0%,?,5%,7%,-3%,0,?,-2%,1%
N#Cc1ccc(S(=O)(=O)NCCc2ccncc2)cc1,-7%,-3%,-6%,0%,2%,24,?,5%,18%
CN(CC(=O)Nc1cccc(F)c1)C(=O)c1ccc(N2CCCCC2)c([N+](=O)[O-])c1,?,2%,7%,-4%,-11%,-27,?,-5%,?
Cc1c(Cl)cccc1-n1nnnc1-c1cccs1,9%,-2%,-9%,-12%,24%,25,6%,-2%,-2%
COc1ccc(CCNCC(O)COc2ccc(Cl)cc2)cc1OC (stereo unspecified),17%,91%,-9%,-12%,-22%,?,10%,-1%,-25%
CCC(=O)Nc1nn(CC(C)C)c2nc3ccc(C)cc3cc12,?,18µM*,9%,-1%,-4%,-7,-13%,-4%,1%
COc1ccc(C)cc1NC(=O)CSc1ccc(-c2ccccn2)nn1,?,?,14µM*,?,?,i,?,-30%,-14%
Cc1ccc(NC(=O)CSCC(=O)OC(C)C(=O)Nc2ccccc2C)cc1 (stereo unspecified),-4%,0%,3%,3%,-6%,9,11%,1%,5%
COc1ccc(-n2c(C)nnc2SCC(=O)N2CCOCC2)cc1,-1%,1%,-2%,5%,28%,9,3%,11%,9%
CC1CCN(C(=O)Nc2ccc3nsnc3c2)CC1,-4%,-7%,59%[activator],22%,24%,-6,-2%,-9%,6%
CSc1sccc1/C=C(/C#N)C(=O)c1ccco1,?,27%,-3%,?,-4%,-3,8%,50µM*,?
COc1ccc(CCNC(=S)NCCc2c[nH]c3ccccc23)cc1,-4%,-13%,/,-8%,-10%,-14,?,-5%,-1%
NC(=O)C1CCN(CC(=O)NC2CCCc3ccccc32)CC1 (stereo unspecified),-4%,-7%,3%,2%,4%,8,?,0%,16%
COc1ccc(OC)c(N2C(=O)CCCC2=O)c1,?,-8%,5%,11%,21%,9,22%,1%,0%
O=C(NNC(=O)C1CC(c2cccnc2)=NO1)Nc1ccccc1F (stereo unspecified),1%,-25%,/,-5%,2%,13,?,-3%,-5%
Cc1ccc2nc(C)c3c(c2c1)SCC3,-3%,?,4%,7%,10%,/,-29%,7%,19%
COCCN(C(=O)COC(=O)CCc1c[nH]c2ccccc12)c1c(N)n(Cc2ccccc2)c(=O)[nH]c1=O,0%,-4%,7%,4%,8%,-3,6%,12%,2%
O=C(O)C1Cc2ccccc2CN1C(=O)CSc1nnc2ccccn12 (stereo unspecified),-4%,-7%,/,6%,-3%,0,-2%,-7%,2%
O=S(=O)(CCNCCc1ccccc1)NC1CCCCC1,1%,?,13%,0%,2%,20,10%,-3%,2%

3 compounds out of the list, ordered by number of heavy atoms, ascending.
smiles,MCF10A rerep,SW480 rerep,ATXN2 expr inh,HT1080 IDH1KD tx,KB-3-1 cytotox,IL-1B inflam inh,KB-V1 MDR tox,WRN helicase inh,HT1080NT lethal
O=S(=O)(CCNCCc1ccccc1)NC1CCCCC1,1%,?,13%,0%,2%,20,10%,-3%,2%
O=C(O)C1Cc2ccccc2CN1C(=O)CSc1nnc2ccccn12 (stereo unspecified),-4%,-7%,/,6%,-3%,0,-2%,-7%,2%
COCCN(C(=O)COC(=O)CCc1c[nH]c2ccccc12)c1c(N)n(Cc2ccccc2)c(=O)[nH]c1=O,0%,-4%,7%,4%,8%,-3,6%,12%,2%

(more compounds)
smiles,MCF10A rerep,SW480 rerep,ATXN2 expr inh,HT1080 IDH1KD tx,KB-3-1 cytotox,IL-1B inflam inh,KB-V1 MDR tox,WRN helicase inh,HT1080NT lethal
COc1ccc(NC(=O)c2ccc(NC(=O)CN3CCC(C(N)=O)CC3)cc2)cc1,-3%,-2%,6%,12%,12%,-6,?,-28%,1%
O=C(Nc1cccc(C(F)(F)F)c1)c1cccnc1N1CCOCC1,1%,0.73µM*,/,8%,0%,7,5%,-2%,0%
COc1ccccc1NC(=O)CCN1C(=O)C2C3CCC(C3)C2C1=O (stereo unspecified),-2%,0%,1%,14%,/,2,/,-7%,0%
CC1CCCN(S(=O)(=O)c2ccc(NC(=O)C3CC(=O)N(c4ccccc4)C3)cc2)C1 (stereo unspecified),?,0%,-16%,-17%,-21%,?,?,-10%,-7%
NC(=S)N/N=C/c1cccc(O)c1O,3%,?,-6%,-21%,?,59,-9%,-10%,-17%
CC(C)c1ccc(NC(=O)c2cc(Br)ccc2Br)cc1,?,4%,/,0%,-7%,-17,3%,-2%,-11%
CC(C)c1onc(C(=O)NC2CCCCC2)c1[N+](=O)[O-],17%,?,21%,?,-5%,19,13%,-1%,-4%
Cc1cc2cc(CNC(=O)Cc3cccs3)ccc2n1C,-5%,9%,-3%,-1%,-24%,-3,0%,-10%,6%
Cc1cc(=O)cc(C)n1-c1ccc2c(c1)nc(C)n2-c1ccccc1,-3%,-12%,-5%,?,?,-13,-7%,-12%,?
COc1ccc(C(=O)/C=C2/c3ccccc3CC(C)(C)N2C)cc1,?,?,11%,6.3µM*,1%,7,-71%,0%,6.3µM*
CC(C)c1ccc(NC(=O)COc2ccccc2)cc1,-5%,-36%[inhibitor],61%[activator],-15%,1%,7,0%,-26%,2%
COC(=O)C1=C(C)N=C2SC(C)C(=O)N2C1/C=C/c1ccccc1OC (stereo unspecified),-1%,22%,-10%,9%,3%,-5,-8%,-10%,0%
